FID counter – fluorescent intercalator displacement, NS3 helicase counter-screen; DNA fluorescent intercalator displacement, fluorescence; inhibition, % at 7.9 µM; 0.17% of 290,000 active; AID 1845; in the data active = inhibition above about 37%;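 note: 0% = vehicle and 100% = reference compound; higher means more ethidium bromide displaced from hairpin DNA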
CRFR2-BP antag – antagonists of CRF-binding protein/CRF-R2 receptor complex | AID 588475 | 0.59% of 350,000 active | HEK293 CRF-R2/CRF-BP, CRF-induced calcium fluorescence | inhibition, % at 11.8 µM;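 active = inhibition of the ligand-induced calcium signal above about 50% at the single tested concentration, limit read from the data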
MEKK2 WT-MEK5 – raises or lowers MEK5 binding to wildtype human MEKK2 PB1 domain. Q9Y2U5. 1.1% of 290,000 active. bead flow cytometry, Alexa488-MEK5 binding to MEKK2 WT; actives lie on both sides. binding response (% of control), % at 10 µM; in the data active = binding response below about 67% or above about 130%
CRFBP-R2 agonist – agonists of human CRF-binding protein/CRF-R2 receptor complex; HEK293 CRF-R2/CRF-BP, calcium dye fluorescence (FLIPR); percent of saturating CRF peptide response; 0.46% of 350,000 active; activation, % at 13.2 µM;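 active = activation of at least 50%, plus an integration ratio under a set limit after plate pattern correction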;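 note: plate controls were neutral control wells without compound for no effect and CRF at EC100 for full effect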
MEKK2mut PB1 HTS – signal of MEK5 binding to mutant human MEKK2 PB1 domain; bead flow cytometry, Alexa488-MEK5 binding to MEKK2 mutant; percent response, % at 10 µM; 0.35% of 290,000 active; AID 1530; in the data active = percent response above about 24%, passing the limit was not always enough; note: inactives centre near 1; some results filed as inactive read as strong as hits; reference of the scale not given here
GalR3 antag – blocks the human galanin receptor 3 | O60755 | HEK293 GalR3-CNG cAMP membrane potential fluorescence; galR3 body fused to GalR1 C-terminus | inhibition, % at 3 µM | 0.44% of 360,000 active | AID 651719;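 active = inhibition above the screen-wide average plus 3 SD, cut at about 13% in these data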;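 note: forskolin and galanin both at EC90 stimulate the cells; cAMP rise reported by CNG channel membrane potential dye signal; 0% = forskolin plus galanin with DMSO and 100% = forskolin alone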
Target sequence (O60755 1-299 limits assumed): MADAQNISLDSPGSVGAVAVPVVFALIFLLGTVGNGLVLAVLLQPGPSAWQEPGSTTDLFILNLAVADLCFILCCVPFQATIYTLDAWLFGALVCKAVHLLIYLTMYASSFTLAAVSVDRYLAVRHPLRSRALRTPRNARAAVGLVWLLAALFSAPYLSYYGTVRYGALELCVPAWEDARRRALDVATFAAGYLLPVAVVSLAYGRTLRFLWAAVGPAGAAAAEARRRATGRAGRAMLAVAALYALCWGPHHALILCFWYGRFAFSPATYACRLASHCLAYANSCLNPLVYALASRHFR
UBC9 SUMO inh – SUMOylation inhibition; P63279; HTRF SUMOylation assay, SAE1/SAE2 + UBC9, in vitro; inhibition, % at 35 µM; 0.36% of 290,000 active; AID 2006; in the data active = inhibition above about 50%, passing the limit was not always enough; note: strong numbers were not always called active
Target sequence (P63279 whole entry, looked up): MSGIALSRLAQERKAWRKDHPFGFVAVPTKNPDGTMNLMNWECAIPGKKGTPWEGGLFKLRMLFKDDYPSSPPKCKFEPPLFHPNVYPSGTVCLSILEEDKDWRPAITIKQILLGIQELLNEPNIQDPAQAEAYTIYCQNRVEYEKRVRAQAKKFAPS
HCV NS3 hel inh – inhibitors of Hepatitis C virus NS3 helicase; NS3 helicase DNA unwinding, Cy5 molecular beacon fluorescence; inhibition, % at 10.9 µM; 0.56% of 290,000 active; AID 1800;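 active = inhibition above the mean of all tested compounds plus 3 SD, set per campaign, cut at about 35% in these data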;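 note: 0% = DMSO wells and 100% = thioflavine S control wells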
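Assay system: hepatitis C virus NS3 helicase domain fragment enzyme. Also added: annealed dual-labelled DNA beacon duplex, ATP-started. Timing: 1 h reaction at 25 °C, ATP-initiated. Technique: Cy5 fluorescence at 0 and 60 min, beacon hairpin quenching. Evaluation: % inhibition of unwinding. Replication: one well per compound.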
MEKK3 PB1 HTS – modulators (inhibitors or enhancers) of MEK5 binding to human MEKK3 PB1 domain | Q99759 | bead-based flow cytometry, Alexa488-MEK5 binding to MEKK3; actives lie on both sides; 0 = blocked by unlabeled MEK5, 100 = vehicle | binding response (% of control), % at 10 µM | 1.4% of 290,000 active | AID 1529;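 active = binding response more than 3 SD above or below the average of its plate-row segment, actives on both sides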;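 note: Alexa488 bead fluorescence after subtracting the streptavidin-only scavenger bead signal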
Target sequence (Q99759 whole entry, looked up, the tested form may be a part): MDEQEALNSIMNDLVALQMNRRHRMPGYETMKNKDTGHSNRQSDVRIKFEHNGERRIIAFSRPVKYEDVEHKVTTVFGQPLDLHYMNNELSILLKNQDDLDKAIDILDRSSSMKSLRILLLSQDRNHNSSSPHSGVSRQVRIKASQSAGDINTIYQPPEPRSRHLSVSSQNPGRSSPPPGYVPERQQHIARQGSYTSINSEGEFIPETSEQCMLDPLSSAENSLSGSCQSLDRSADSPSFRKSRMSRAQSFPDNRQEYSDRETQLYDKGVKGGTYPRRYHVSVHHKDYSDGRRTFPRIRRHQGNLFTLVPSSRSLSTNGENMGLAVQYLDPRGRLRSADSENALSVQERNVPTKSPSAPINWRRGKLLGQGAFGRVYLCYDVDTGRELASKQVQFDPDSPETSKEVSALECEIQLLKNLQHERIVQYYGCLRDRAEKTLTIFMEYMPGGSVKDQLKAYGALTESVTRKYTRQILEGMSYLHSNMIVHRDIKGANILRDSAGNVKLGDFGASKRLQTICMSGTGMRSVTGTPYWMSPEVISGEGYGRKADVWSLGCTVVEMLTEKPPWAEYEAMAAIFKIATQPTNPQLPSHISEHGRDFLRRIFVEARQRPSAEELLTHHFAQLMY
* hit, by the source's call; · = no result given.

Start of the listing, in advance (4 entries):
SMILES	FID counter	CRFR2-BP antag	MEKK2 WT-MEK5	CRFBP-R2 agonist	MEKK2mut PB1 HTS	GalR3 antag	UBC9 SUMO inh	HCV NS3 hel inh	MEKK3 PB1 HTS
CN(C)C(=O)COC(=O)/C=C/c1ccccc1[N+](=O)[O-]	-1	0	97	-0.7	5	-3	4	-12	100
Cc1cccc(NC(c2ccc(O)cc2)c2ccc3ccc(C)nc3c2O)n1 (centres undefined)	0	-22	102	-1.7	-2	-4	-36	6	87
COc1ccc(/C=C2\CN(Cc3ccccc3)C/C(=C\c3ccc(OC)cc3OC)C2=O)c(OC)c1	-14	-11	·	1.1	·	8	-11	-64	·
C=C(C)CSc1nc2nc(C)c(Br)cc2[nH]1	-2	·	88	·	-3	-5	12	3	93

The whole of this part, previewed entries included:
SMILES	FID counter	CRFR2-BP antag	MEKK2 WT-MEK5	CRFBP-R2 agonist	MEKK2mut PB1 HTS	GalR3 antag	UBC9 SUMO inh	HCV NS3 hel inh	MEKK3 PB1 HTS
CN(C)C(=O)COC(=O)/C=C/c1ccccc1[N+](=O)[O-]	-1	0	97	-0.7	5	-3	4	-12	100
Cc1cccc(NC(c2ccc(O)cc2)c2ccc3ccc(C)nc3c2O)n1 (centres undefined)	0	-22	102	-1.7	-2	-4	-36	6	87
COc1ccc(/C=C2\CN(Cc3ccccc3)C/C(=C\c3ccc(OC)cc3OC)C2=O)c(OC)c1	-14	-11	·	1.1	·	8	-11	-64	·
C=C(C)CSc1nc2nc(C)c(Br)cc2[nH]1	-2	·	88	·	-3	-5	12	3	93
Nc1nc(CN2CCOCC2)cs1	2	13	91	0.1	-1	-3	24	-4	99
COc1ccc(C2C(C#N)=C(N)Nc3onc(C(C)(C)C)c32)c(OC)c1 (centres undefined)	-17	-45	99	-0.3	-2	3	-2	18	103
COC(=O)Cc1[nH]nc2c1C(c1c[nH]c3ccccc13)C(C#N)=C(N)O2 (centres undefined)	-1	2	101	-2.4	1	-4	4	-3	102
CC(C)CCNC(=O)CCNS(=O)(=O)c1ccc(Cl)cc1	-9	-1	107	-0.7	3	-6	4	-2	106
Cc1ccc(-c2cc(C(=O)NCc3ccco3)no2)cc1	-4	1	105	0.3	5	-4	6	8	105
COc1ccccc1CN1C[C@@H]2C[C@@H](c3cccc(O)c3)N3CCC[C@@]23C1=O	-3	5	88	-1.2	-11	-7	24	-5	93
O=C(Cc1ccc(Br)cc1)NCCc1ccc(F)cc1	-15	1	106	-0.2	4	-7	-4	-6	103
CC(C)COC(=O)n1c(=O)oc2ccc(S(=O)(=O)N3CCCCC3)cc21	-17	-9	100	-0.7	2	-5	-2	-2	97
O=C(O)C1=C[C@H](c2ccc(Br)cc2)C[C@H](OCCCCO)O1	-19	1	91	-3.3	2	2	13	3	94
NS(=O)(=O)c1ccc(N=NN2CCCCC2)cc1	0	3	99	0.8	-2	-9	8	-1	98
COc1ccc(N=Cc2c(O)n(-c3cccc(C)n3)c(=O)c3ccccc23)cc1	-30	29	98	-1.1	-4	-5	-9	-6	110
CCOC(=O)c1[nH]c(C)c(C(=O)Nc2ccc(F)cc2)c1C	-2	-2	100	-1.8	4	0	8	-4	102
CCCS(=O)(=O)C(=C1Nc2ccccc2N1)S(=O)(=O)CCC	-2	-12	113	0.8	4	-3	12	6	115
C#CCOCCOCCOCCNc1nc(N2CCN(C(=O)[C@H]([C@@H](C)CC)n3cc([C@@H](N)CO)nn3)CC2)nc(N2CCN(C(=O)[C@H](CCCCN)n3cc([C@@H](N)CC(C)C)nn3)CC2)n1	43*	-7	128	0.4	16	0	12	-63	105
Cc1cccc(N(C)C(=O)C2CCCN2S(=O)(=O)c2cccc3nsnc23)c1 (centres undefined)	-19	-2	97	-0.5	-7	-2	14	5	92
Cc1ccc2c(C(=O)CSc3ccccc3)c(C)[nH]c2c1	-1	24	106	-3.3	1	1	1	2	117
CCC(=O)Nc1cc(-c2cc3ccccc3oc2=O)ccc1OC	-16	8	101	-2.1	0	-3	11	-17	99
CC(C)N1CC(O)=C(c2ccccc2)C1=N	0	-11	87	2.5	0	-8	25	1	92
CCOc1ccc(NC(=O)Nc2cccc(C(=O)O)c2)cc1	4	1	99	-0.2	-48	-5	20	2	99
N/C(=N\OCc1ccc([N+](=O)[O-])cc1)c1ccncc1	4	5	102	1.7	2	-1	4	0	115
COc1ccc(OC)c(C(=O)/C=C/c2cccnc2)c1	-3	6	105	0.6	3	-7	11	8	106
FCCCOc1ccc(-c2nccc(-c3ccccn3)n2)cc1	-30	19	103	-0.3	4	-5	3	-1	100
COCCNC(=O)C(c1ccc(C)cc1)N(Cc1ccccc1)C(=O)CCC(=O)Nc1ccccn1 (centres undefined)	-41	-7	104	-1.2	4	-10	8	-7	103
CCOc1cnc(-c2c(-c3ccccc3Cl)noc2C)o1	-9	4	103	-0.5	1	-8	-1	-5	106
CC(CCc1ccccc1)N1CCN(Cc2ccccc2)CC1 (centres undefined)	8	-21	112	1.9	4	-2	-1	-3	103
CC(=O)Nc1cccc(Oc2ncnc3scc(-c4ccccc4)c23)c1	-26	-16	110	-0.9	-1	-5	-23	-8	101
O=C(CC1C(=O)NCCN1Cc1ccccc1)NCCN1CCCCC1=O (centres undefined)	-10	4	97	0.1	-1	0	-14	4	98
Cc1cccc(C)c1NC(=O)Cn1nnc(C(=O)Nc2ccc(F)cc2F)c1N	-5	-13	101	0.9	1	-8	20	8	97
Cc1ccc2c(c1)N(CC(=O)NC1CCCCCC1)C(=O)c1cccnc1O2	-29	1	106	1.8	8	-9	14	3	105
Cc1cccc(N2CCN(CCNC(=O)c3cc4c(s3)CS(=O)(=O)C4)CC2)c1C	6	8	125	1.0	12	-3	4	-13	109
O=C(NC1CCCCC1)C1CC(O)CN1C(=O)OCc1ccccc1 (centres undefined)	-4	7	103	-3.4	9	-1	18	18	101
Cc1cc(Cl)ccc1Oc1nccc(N(C)C)c1C#N	-4	35	101	0.6	0	-3	-20	-4	99

Looked up above:
Value for `FCCCOc1ccc(-c2nccc(-c3ccccn3)n2)cc1` under CRFBP-R2 agonist: -0.3
Value for `Cc1ccc2c(c1)N(CC(=O)NC1CCCCCC1)C(=O)c1cccnc1O2` under CRFR2-BP antag: 1

The list goes on:
SMILES	FID counter	CRFR2-BP antag	MEKK2 WT-MEK5	CRFBP-R2 agonist	MEKK2mut PB1 HTS	GalR3 antag	UBC9 SUMO inh	HCV NS3 hel inh	MEKK3 PB1 HTS
O=C(CN(C(=O)CCC(=O)Nc1nccs1)c1ccc(F)cc1)NCCc1ccccc1	-47	-31	98	3.4	4	-9	13	-15	101
C=CCNC(=O)C1CC(c2cccc(OC)c2)=NO1 (centres undefined)	1	11	107	-1.8	5	-5	14	0	106
COc1ccc(NC(=O)c2ccccc2C(=O)N2CCCCC2)cc1	2	-6	106	0.9	7	-1	11	-7	105
CC(C)c1ccccc1NC(=O)CCCC(=O)O	-4	4	108	-0.5	10	-3	-25	0	108
CCOc1ccc(C(=O)CCC(=O)N(CC)CC(=O)NCc2ccc(Cl)cc2)cc1	-37	-15	105	-0.6	9	-2	10	3	102
COc1ccc(CNS(=O)(=O)c2cc3c(cc2C)N(C)CCO3)cc1	-24	9	99	-0.5	-2	·	-11	31	101
Cc1ccc(C(=O)NCc2ccc3c(c2)OCO3)cc1N1CCCC1=O	-10	29	116	-4.1	15	·	23	-2	116
CC(C)Cc1nnc(NC(=O)Cc2cccs2)s1	-12	-42	92	9.3	-9	-4	12	31	100
CCOC(=O)N1CCN(C(=O)c2ccc(N(Cc3ccc(C)cc3)S(C)(=O)=O)cc2)CC1	-31	-1	104	-1.1	4	-2	6	5	102
C=CCOc1ccc(/C=C/C(=O)OCC(=O)NC2CCCCCCC2)cc1	-26	2	105	2.1	4	1	6	-12	99
CCOC(=O)c1oc2ccccc2c1NC(=O)c1cccc(OC)c1OC	-9	-13	106	-4.0	3	-8	2	-10	102
COc1cccc(C2c3[nH]c4ccccc4c3C[C@H]3C(=O)N(CCCO)CC(=O)N23)c1OC (some centres undefined)	-34	-21	101	-1.2	6	-10	6	0	104
O=C(NCC1CCCO1)C1CC(=O)N(C2CCCCCC2)C1 (centres undefined)	-8	14	103	-0.7	2	-5	-23	5	99
FC(F)(F)c1cc(-c2ccco2)nc(NCCc2ccccc2)n1	-4	-2	105	-2.0	0	-2	17	-8	97
CCOC(=O)c1c(-c2ccc(C)o2)csc1NC(=O)CN(C)CC(=O)Nc1ccc(C)cc1	-18	7	100	1.6	1	-5	-6	-1	104
CC(C)NS(=O)(=O)c1ccc(N2C(=O)c3ccccc3C2=O)cc1	-2	10	100	0.1	-5	-8	-11	0	103
Cc1ccc(NC(=O)c2ccccc2NC(=O)c2cccs2)cc1	-12	-8	98	1.8	-2	-7	-2	-19	101
O=C(N/N=C/c1ccc(Cl)c([N+](=O)[O-])c1)c1cnccn1	3	8	106	0.5	0	-2	8	-3	118
COc1ccc(S(=O)(=O)N2CCC(C(=O)NC3CC3)CC2)cc1Cl	-7	-24	103	-2.3	12	-2	6	-19	105
O=C(NCc1ccc(F)cc1)C1CCCN1C(=O)NCc1ccccc1 (centres undefined)	-4	1	96	-0.1	5	-3	11	10	100
CS(=O)(=O)N1CCC(Oc2ccccc2C(=O)NC2CCOC2)CC1 (centres undefined)	-6	1	88	-0.4	-5	6	13	-4	89
O=C(CCCN1C(=O)c2cccc3cccc(c23)C1=O)NC1CCS(=O)(=O)C1 (centres undefined)	-4	-3	101	1.4	-2	-4	6	-4	103
O=C(Nc1ccc2c(c1)OCCO2)c1cc(-c2ccccn2)nc2ccc(Br)cc12	2	6	98	0.3	0	-4	-17	1	101
CCc1nnc(NC(=O)CN2C(=O)NC3(CC(C)CC(C)(C)C3)C2=O)s1 (centres undefined)	-34	-21	100	0.2	3	-2	-3	4	98
O=C(c1cc(-c2ccccc2)nc2ccccc12)N1CCCC1	-21	-4	102	-0.8	-3	-9	-7	-6	103
CCOC(=O)CN1C(=O)S/C(=C/c2ccco2)C1=O	-5	2	110	-1.0	15	-9	10	3	105
C=CCN=C1N[C@@H](c2ccccc2)C(C(=O)OC)=C(C)N1CC	-3	7	102	-0.9	-7	·	34	5	101
COc1ccc(S(=O)(=O)N2CCOCC2)cc1NC(=O)CN1CCCC1	18	-1	98	-2.2	-2	0	24	5	113
CCNc1nc(NC(C)C)nc(NC(C)(C)C)n1	6	-4	107	0.2	-1	-11	4	-25	100
C=CCNC(=O)/C=C/c1c(F)cccc1Cl	-3	3	109	-1.4	1	-3	-4	4	184*
CCOC(CCn1ccc(O)c(Cc2ccc(Cl)cc2)c1=O)OCC	-19	-7	100	-2.3	0	-8	15	0	99
O=C(C1CC1)N1CCN(c2ccc([N+](=O)[O-])cc2-n2cccc2)CC1	-19	-3	89	-1.7	-4	-7	14	0	90
CN1C(=O)C(C)(C)c2cc(S(=O)(=O)N3CCC(C(=O)Nc4ccc(Cl)cc4)CC3)ccc21	-26	0	96	-6.9	2	1	9	-25	97
CS(=O)(=O)N1CCCC(C(=O)Nc2ccccc2C(F)(F)F)C1 (centres undefined)	2	2	110	-0.5	3	-9	-9	1	104
O=C(C1CCCO1)N1CCN(C(=S)Nc2cc(F)cc(F)c2)CC1 (centres undefined)	-6	-3	97	0.5	-4	5	8	1	99
COc1cnc(-c2ccccn2)nc1Oc1ccc(C(C)(C)C)cc1	-32	-14	104	-0.8	0	-10	1	-53	104

A portion of the library (hit frequency here may not be typical).
